Mdm2-MdmX inh – human Mdm2/MdmX binding inhibition; O15151+Q00987; SaOS-2 split-luciferase Mdm2/MdmX complementation, luminescence; inhibition, % at 8 µM; actives 3% (n = 330,000); AID 485346;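 active = inhibition of at least 50% at 8 µM in the primary screen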
UPR CHOP act – apoptotic UPR (CHOP) activation; CHO-CHOP luciferase reporter, luminescence; percent of tunicamycin response over DMSO baseline; activation, % at 10 µM; actives 0.34% (n = 330,000);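 active = at 10 µM dose, activation of 40% or more, normalized to positive control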;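 also: 100% = tunicamycin at 10 µg/mL and 0% = DMSO alone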
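Material: CHO-CHOP cells, stable luciferase reporter of PERK-eIF2a-CHOP signalling; quantity: 500 reporter cells seeded per well; buffer or medium: F12 medium containing 10% fetal bovine serum; compound: one dose, 10 µM in 0.5% DMSO; incubation: 6 h compound treatment, 37 °C; measured by: Steady-Glo luciferase luminescence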
Jurkat NFkB inh – inhibitors of the PMA/ionomycin-induced NF-kB reporter in Jurkat cells. PMA/ionomycin-induced NF-kB luciferase reporter, luminescence. inhibition, % at 4 µM. actives 0.53% (n = 330,000); in the data active = inhibition above about 50%
697 NFkB inh – inhibitors of the PMA/ionomycin-induced NF-kB reporter in 697 B cells; 697 B-cell NF-kB luciferase reporter, 16 h; inhibition, % at 4 µM; actives 0.33% (n = 330,000); AID 435022; in the data active = inhibition above about 35%
XBP1 UPR activ – activators of adaptive arm of unfolded protein response (XBP1); CHO-XBP1 luciferase reporter, IRE1-XBP1 UPR activation, luminescence; percent of tunicamycin response, DMSO as zero; activation, % at 20 µM; actives 0.33% (n = 330,000);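 active = versus positive control, 20 µM dose yields 30% or more activation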;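 also: 100% = tunicamycin at 10 µg/mL and 0% = DMSO only wells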
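Test system: CHO-XBP1 luciferase reporter cells | Buffer or medium: Serum-containing F12 medium, 10% FBS | Schedule: 6 h compound exposure at 37 °C, 5% CO2 | Detection: Steady-Glo luciferase glow luminescence, 10 min after reagent addition | Read-out basis: Activation, % of tunicamycin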
EBI2 antag – EBI2 (human) antagonism; inhibition, % at 5 µM; P32249; actives 0.81% (n = 360,000); EBI2 beta-arrestin recruitment, luminescence, 7a,25-OHC stimulated; in the data active = inhibition above about 38%;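 also: enzyme fragment complementation signal reports receptor beta-arrestin coupling in cells; 0% = agonist plus DMSO wells and 100% = wells without agonist; some results beyond the cut were filed as inactive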
Target sequence (P32249 whole entry, looked up, the tested form may be a part): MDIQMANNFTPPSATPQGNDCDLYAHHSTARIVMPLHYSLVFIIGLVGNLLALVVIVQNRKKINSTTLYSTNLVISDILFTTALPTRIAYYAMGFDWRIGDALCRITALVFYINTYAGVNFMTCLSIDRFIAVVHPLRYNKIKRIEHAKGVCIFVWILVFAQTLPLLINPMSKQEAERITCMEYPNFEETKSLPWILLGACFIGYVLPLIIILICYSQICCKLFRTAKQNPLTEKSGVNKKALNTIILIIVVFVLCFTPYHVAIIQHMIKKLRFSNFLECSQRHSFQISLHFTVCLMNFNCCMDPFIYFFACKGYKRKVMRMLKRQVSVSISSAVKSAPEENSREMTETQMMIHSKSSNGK
Gli-Sufu block – antagonists of Gli-Sufu signaling; Sufu-KO-LIGHT fibroblasts, Gli luciferase reporter luminescence; inhibition, % at 5 µM; actives 0.74% (n = 340,000);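 active = inhibition above about 55%, limit read from the data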;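 also: 0% = DMSO-treated cells and 100% = wells with medium but no cells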
CCR6 antag – antagonists of human CCR6 receptor; P51684; CHO-K1 CCR6 PathHunter beta-arrestin, luminescence, CCL20-stimulated; inhibition, % at 20 µM; actives 0.49% (n = 340,000); AID 493098;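 active = compounds whose inhibition of the agonist-driven luminescence signal at 20 µM reaches about 50%, limit read from the data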;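 also: cells stimulated with CCL20 at 14 nM final; plate controls were DMSO with CCL20 for no effect and DMSO without agonist for full effect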
Target sequence (P51684 whole entry, looked up): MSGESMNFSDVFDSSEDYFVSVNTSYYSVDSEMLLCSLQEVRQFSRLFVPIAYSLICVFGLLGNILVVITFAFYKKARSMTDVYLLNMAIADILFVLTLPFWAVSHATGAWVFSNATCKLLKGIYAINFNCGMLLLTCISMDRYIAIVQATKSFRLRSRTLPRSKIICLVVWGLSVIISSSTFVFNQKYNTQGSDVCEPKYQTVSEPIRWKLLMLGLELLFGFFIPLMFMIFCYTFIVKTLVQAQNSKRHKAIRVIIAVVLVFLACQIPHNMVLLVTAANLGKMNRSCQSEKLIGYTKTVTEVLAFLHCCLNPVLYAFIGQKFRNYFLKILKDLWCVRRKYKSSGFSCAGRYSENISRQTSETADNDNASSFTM
CXCR6 block – blocks human CXCR6 beta-arrestin recruitment; CHO-K1 PathHunter CXCR6 beta-arrestin, luminescence; inhibition, % at 20 µM; actives 0.36% (n = 360,000); O00574; in the data active = inhibition above about 34%, passing the limit was not always enough;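 also: antagonist mode with CXCL16 agonist at 10 nM final; 0% = 10 nM CXCL16 with DMSO and 100% = unstimulated wells without agonist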
Target sequence (O00574 whole entry, looked up): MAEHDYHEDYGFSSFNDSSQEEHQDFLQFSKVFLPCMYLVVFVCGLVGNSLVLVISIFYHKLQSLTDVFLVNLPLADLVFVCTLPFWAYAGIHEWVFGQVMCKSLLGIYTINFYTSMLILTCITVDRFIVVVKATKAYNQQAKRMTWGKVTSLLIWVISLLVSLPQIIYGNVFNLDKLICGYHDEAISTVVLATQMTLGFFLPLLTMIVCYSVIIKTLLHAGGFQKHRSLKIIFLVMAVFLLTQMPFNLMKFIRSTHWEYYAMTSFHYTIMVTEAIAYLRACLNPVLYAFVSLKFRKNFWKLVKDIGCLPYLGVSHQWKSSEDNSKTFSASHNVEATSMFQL
Starred values were filed as active, the others as inactive; / = not tested or not shown.

Values run as follows: Mdm2-MdmX inh | UPR CHOP act | Jurkat NFkB inh | 697 NFkB inh | XBP1 UPR activ | EBI2 antag | Gli-Sufu block | CCR6 antag | CXCR6 block
> c1cncc(-c2nc(NCC3COc4ccccc4O3)c3ccccc3n2)c1 (configuration not stated)
    49 | 3.1 | -36 | 2 | -2 | -1 | 8 | 17 | -9
> CC(C)=NOCC(=O)Nn1c(COc2ccccc2)nc2ccccc2c1=O
    8 | -1.9 | 3 | 2 | -3 | 6 | -3 | 7 | 8
> CN1CCN(C(=S)NC(=O)c2ccccc2Cl)CC1
    6 | 1.5 | -5 | 19 | -10 | -10 | 14 | 10 | -6
> Cn1c(C(=O)NCCN2CCCCCC2)cc2c(=O)n(C)c3ccccc3c21
    19 | -2.1 | -36 | 3 | -2 | -9 | 1 | 18 | 3
> CN1CCN(c2ccc(Cl)cc2NC(=O)c2nn(-c3ccccc3)c(=O)c3ccccc23)CC1
    / | / | / | / | / | -2 | -6 | 37 | -3
> COCC(C)n1c(C)cc(C(=O)COC(=O)/C=C/c2cccc(F)c2)c1C (configuration not stated)
    15 | 1.8 | 8 | 8 | 5 | 6 | 3 | 14 | 11
> Cc1cc(S(=O)(=O)N2CCN(Cc3ccccc3)CC2)c(C)s1
    3 | -3.6 | -11 | 12 | -2 | 9 | 13 | 7 | 5
> N/C(=N\OC(=O)CC1CCCCC1)c1cccc(Br)c1
    29 | 3.8 | 2 | -19 | 3 | -4 | -5 | -12 | -2
> O=C(Nc1nc2ccccc2[nH]1)c1cccc(Br)c1
    -110 | 5.6 | -152 | -207 | 3 | -4 | -16 | 38 | 12
> O=C(NCC1CCCN(C(=O)c2cccc(C(F)(F)F)c2)C1)c1ccc(F)cc1 (configuration not stated)
    15 | 2.4 | 14 | -11 | 5 | -13 | 5 | 7 | -3
> COc1ccc(C(=O)COC(=O)CN2C(=O)NC(C)(C)C2=O)cc1OC
    18 | 0.0 | -4 | -12 | 1 | -11 | -6 | -7 | -3
> CCOc1ccc(S(=O)(=O)NCc2ccc(F)cc2)c2cccnc12
    27 | 3.7 | 6 | 3 | 0 | 1 | 1 | 14 | 2
> O=c1oc2ccccc2cc1NCc1ccccc1O
    -77 | 0.5 | -49 | -69 | 4 | 1 | -7 | 0 | -2
> COC(=O)C1=C(C)N(c2ccc(Cl)c(Cl)c2)C(=O)C1
    97* | 2.7 | 37 | 27 | -3 | 0 | 10 | 1 | 3
> CCOC(=O)c1nc[nH]c1C
    0 | -1.1 | 5 | 30 | -1 | -10 | 0 | -5 | -5
> O=C(Nc1ccc2c(c1)OCO2)C1CC(c2ccccc2O)=NO1 (configuration not stated)
    1 | 1.6 | -2 | 7 | -3 | 2 | -2 | 14 | -1
> COc1ccc(COC(=O)c2cc([N+](=O)[O-])ccc2N2CCOCC2)cc1F
    72* | 0.9 | 93* | -68 | 10 | 17 | 41 | 23 | -2
> CN(Cc1ccccc1)C(=O)c1cccc(NC(=O)Cc2cccc(NC(=O)C3CCN(C(=O)C4CCC4)CC3)c2)c1
    / | / | / | / | / | 0 | -4 | 10 | -4
> COC(=O)c1cc(NC(=O)C2CC=CCC2C(=O)O)cc(C(=O)OC)c1 (configuration not stated)
    18 | 2.0 | 1 | 8 | 0 | -7 | 3 | 3 | 5
> Cc1cnc(NC(=O)CN(C)S(=O)(=O)c2ccc(Cl)cc2)s1
    7 | 1.3 | -4 | 4 | -2 | -12 | -6 | 1 | 1
> COc1cc2c(cc1NC(=O)c1cc(-c3cccnc3)nc3ccc(C)cc13)oc1ccccc12
    30 | -1.1 | 0 | 11 | 0 | 3 | 5 | 6 | 1
> COc1ccccc1OCCNC(=O)c1ccc(S(=O)(=O)N(C)C)cc1
    -11 | -0.9 | 9 | 3 | -2 | -9 | 4 | 3 | -11
> CNS(=O)(=O)c1cccc(C(=O)OCc2cc(Cl)cc3c2OCOC3)c1
    0 | 1.4 | 13 | 22 | 0 | 7 | 1 | 26 | -4
> O=S(=O)(Nc1cccc2ccccc12)c1ccccc1
    -10 | 1.3 | -15 | -2 | 2 | 6 | 36 | 4 | 0
> COc1c(Br)cc(Br)cc1C(=O)O
    14 | -1.1 | -3 | -29 | -2 | -17 | 9 | -9 | -2
> COc1ccc(C(=S)Nc2ccc(C)cc2)cc1
    -79 | 4.7 | -114 | -128 | -2 | -3 | -105 | 1 | 3
> CN1CC(=O)NC1=NC(=O)c1ccc(Cl)c(S(=O)(=O)N2CCCCCC2)c1
    35 | -1.6 | 13 | 1 | -7 | 9 | 9 | 17 | 1
> Cc1cc(Cl)ccc1C(=O)C1CCCN(C(=O)/C=C/c2cnn(C)c2)C1 (configuration not stated)
    13 | -1.1 | 11 | -20 | 1 | -1 | -1 | 17 | -4
> Cc1cccc(N2CCC(N3CCN(C4CCCCC4)C(CCO)C3)CC2)c1C (configuration not stated)
    25 | 2.0 | 31 | -36 | 4 | -5 | 24 | -6 | -9
> C[C@@H]1CC=C[C@@H]2[C@H]1C(=O)N(Cc1ccccc1)[C@H]2c1cccc(C#Cc2ccccc2)c1
    36 | 4.0 | / | 21 | 0 | 13 | -9 | 28 | 9

At a glance, three of the compounds above:
Values run as follows: Mdm2-MdmX inh | UPR CHOP act | Jurkat NFkB inh | 697 NFkB inh | XBP1 UPR activ | EBI2 antag | Gli-Sufu block | CCR6 antag | CXCR6 block
> O=C(Nc1ccc2c(c1)OCO2)C1CC(c2ccccc2O)=NO1 (configuration not stated)
    1 | 1.6 | -2 | 7 | -3 | 2 | -2 | 14 | -1
> COc1ccc(COC(=O)c2cc([N+](=O)[O-])ccc2N2CCOCC2)cc1F
    72* | 0.9 | 93* | -68 | 10 | 17 | 41 | 23 | -2
> CN(Cc1ccccc1)C(=O)c1cccc(NC(=O)Cc2cccc(NC(=O)C3CCN(C(=O)C4CCC4)CC3)c2)c1
    / | / | / | / | / | 0 | -4 | 10 | -4

Remaining list, next part.
Values run as follows: Mdm2-MdmX inh | UPR CHOP act | Jurkat NFkB inh | 697 NFkB inh | XBP1 UPR activ | EBI2 antag | Gli-Sufu block | CCR6 antag | CXCR6 block
> Cn1nc(C(=O)N2CCN(c3ccccn3)CC2)c2ccccc2c1=O
    20 | 0.7 | 8 | 7 | -2 | -2 | -2 | 2 | -6
> c1cc2[nH]snc2c2nc(C3CC3)nc12
    72* | -0.9 | 0 | -19 | 1 | -7 | -2 | 3 | -1
> O=C(O)COc1ccc2c(c1)CCCC2
    -23 | -1.5 | 6 | 9 | 0 | 3 | 23 | 6 | -5
> CC(C)OCCCN1CC(=O)N2[C@@H](Cc3c([nH]c4ccccc34)C2(C)C)C1=O
    -6 | 1.1 | 7 | 14 | -4 | -3 | 45 | 10 | -5
> O=C1CSC(c2c(F)cccc2Cl)N1c1cccc(F)c1 (configuration not stated)
    20 | 0.7 | -8 | -12 | -1 | 21 | 2 | 5 | 10
> CCOC(=O)Cc1csc(NC(=O)/C=C/c2cccc(Br)c2)n1
    23 | 0.5 | 0 | -37 | 1 | 17 | 11 | 23 | 0
> COc1ccccc1C(=O)NC(=O)COC(=O)C1CC1
    -23 | 2.6 | -17 | -3 | 0 | -6 | -3 | 16 | 6
> CCCCCC(=O)N/N=C(\C)c1ccc(N2CCCCC2)cc1
    3 | 1.5 | -3 | -18 | -1 | 0 | -6 | 13 | -9
> COc1cccc(C(=O)N2CCn3c2nc2ccccc23)c1
    12 | 5.7 | -7 | -10 | 0 | -3 | -2 | 0 | 3
> Cc1ccc(OC(F)F)c(NC(=O)Nc2cccc(C(F)(F)F)c2)c1
    88* | 3.3 | 5 | 11 | -1 | 4 | -4 | 12 | -26
> Cc1ccc(S(=O)(=O)N2CCCCC2C(=O)O)cc1 (configuration not stated)
    17 | -1.2 | 11 | 15 | -2 | -1 | 8 | 5 | 5
> CCCc1cc(=O)[nH]c(SCC(=O)N2CCC(C(=O)OCC)CC2)n1
    19 | -1.4 | -13 | 4 | 0 | -10 | -6 | -12 | 3
> O=c1c(-c2ccc3c(c2)OCCO3)coc2cc(O)cc(O)c12
    -178 | 0.9 | -96 | -158 | 2 | 1 | -119 | -22 | 6
> Cc1cccc(/C=C/c2onc(C)c2S(=O)(=O)N2CCC(C(=O)NC(C)C)CC2)c1
    -3 | 1.2 | 7 | 13 | -3 | 6 | 1 | 24 | 6
> CCCCNC(=O)c1cn(C)c2ccc(S(=O)(=O)N3CCCC3)cc2c1=O
    33 | 0.9 | 5 | 3 | -2 | 8 | 9 | 17 | -2
> Cc1ccc(C2(c3ccc(C)cc3)NC(=O)N(CC(=O)NCCCN3CCCC3=O)C2=O)cc1
    -7 | -0.3 | 4 | -11 | -2 | -8 | 2 | 6 | -2
> Cc1ccc(S(=O)(=O)N2CCN(C(=O)COC(=O)/C=C/c3cccc([N+](=O)[O-])c3)CC2)c(C)c1
    / | / | / | / | / | 0 | 1 | 3 | -8
> N#CCCN1CCN(C(=O)c2c(N)no[n+]2[O-])CC1
    10 | -0.1 | -11 | 19 | -1 | -10 | 4 | -32 | -14
> O=C(CCN1C(=O)C2C3C=CC(C3)C2C1=O)Nc1c(F)cccc1F (configuration not stated)
    11 | 0.4 | -13 | 12 | 0 | -9 | -9 | 5 | -3
> CCCCn1c(SCC(=O)N2CCOCC2)nc2c1c(=O)n(C)c(=O)n2C
    10 | -1.0 | 22 | 9 | -2 | -4 | -6 | 16 | -3
> O=C(N[C@@H](Cc1ccccc1)C(=O)N1CCC2(CC1)NCCc1[nH]cnc12)c1cccc(Br)c1
    0 | 2.0 | 9 | 9 | -5 | 4 | 12 | 8 | -3
> Cn1/c(=N\NC(=O)C2CCCCC2)sc2ccccc21
    -8 | 1.4 | -6 | -23 | 2 | 7 | -20 | 23 | -5
> COc1ccc(C(=O)/C=C(\N)C(F)(F)F)c(O)c1
    -29 | 2.7 | 28 | 7 | 1 | 2 | -6 | 0 | 0
> C=CCc1cccc(CNc2ccc(S(=O)(=O)Nc3nccnc3OC)cc2)c1O
    3 | -1.4 | -5 | -6 | -5 | 12 | -5 | -8 | -9
> Cc1nccn1CC(O)COc1ccc([N+](=O)[O-])cc1 (configuration not stated)
    6 | -0.5 | -17 | -6 | -7 | 6 | 9 | 1 | 3
> CCC(C)(C)n1nnnc1CN(Cc1cc2cc(OC)c(OC)cc2[nH]c1=O)C1CCCC1
    1 | -6.6 | 0 | 10 | -2 | -6 | -8 | -17 | -13
> COc1cccc2c1Oc1ncccc1N(C(=O)CCC(=O)NCc1ccc(F)cc1)C2
    6 | -2.0 | -5 | -7 | -3 | 7 | -10 | 17 | -6
> CCOc1ccc(S(=O)(=O)N2CCCC(C(=O)N3CCN(c4ccccc4)CC3)C2)cc1 (configuration not stated)
    3 | -1.0 | 13 | -28 | -5 | 4 | 15 | 12 | -3

In the list so far, 3 contain a CF3 group.
Values run as follows: Mdm2-MdmX inh | UPR CHOP act | Jurkat NFkB inh | 697 NFkB inh | XBP1 UPR activ | EBI2 antag | Gli-Sufu block | CCR6 antag | CXCR6 block
> O=C(NCC1CCCN(C(=O)c2cccc(C(F)(F)F)c2)C1)c1ccc(F)cc1 (configuration not stated)
    15 | 2.4 | 14 | -11 | 5 | -13 | 5 | 7 | -3
> Cc1ccc(OC(F)F)c(NC(=O)Nc2cccc(C(F)(F)F)c2)c1
    88* | 3.3 | 5 | 11 | -1 | 4 | -4 | 12 | -26
> COc1ccc(C(=O)/C=C(\N)C(F)(F)F)c(O)c1
    -29 | 2.7 | 28 | 7 | 1 | 2 | -6 | 0 | 0
